Source: PubChem BioAssay
ROMK mod = modulates human ROMK potassium channel activity | P48048 | Tet-inducible ROMK, thallium flux fluorescence; actives lie on both sides | B-score at 10 µM | 130,000 compounds, 2% hits | AID 1918;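 active = signal ratio slope over the read window, or its plate-corrected B-score, at least 3 SD from the plate mean, either direction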;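 note: B-score of the F/F0 ratio slope over 7 to 12 s after thallium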
Target sequence (P48048 whole entry, looked up): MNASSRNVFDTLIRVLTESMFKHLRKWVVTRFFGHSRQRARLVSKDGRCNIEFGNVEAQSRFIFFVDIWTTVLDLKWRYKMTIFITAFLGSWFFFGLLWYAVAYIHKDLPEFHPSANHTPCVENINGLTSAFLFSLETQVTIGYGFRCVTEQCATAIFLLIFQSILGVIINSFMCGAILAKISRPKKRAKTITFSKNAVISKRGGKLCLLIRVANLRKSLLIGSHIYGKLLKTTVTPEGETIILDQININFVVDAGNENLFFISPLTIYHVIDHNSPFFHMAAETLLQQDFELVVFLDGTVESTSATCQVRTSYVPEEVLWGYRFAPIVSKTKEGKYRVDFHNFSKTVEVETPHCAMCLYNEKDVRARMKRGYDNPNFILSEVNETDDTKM
STAT1 blocker = STAT1 signaling inhibition; NIH 3T3 STAT1-luciferase reporter, IFN-gamma, luminescence; inhibition, % at 5.5 µM; 200,000 compounds, 0.35% hits; AID 920;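 active = inhibition above a set limit, the mean inhibition across all tested compounds plus 3 SD, cut at about 34% in these data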;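 note: 0% = IFN-gamma with DMSO and 100% = IFN-gamma with 300 µM nifuroxazide; values of inactives mirror those of a sister screen read the other way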
TLR4-MyD88 BLA = inhibitors of human TLR4-MyD88 binding; O00206+Q99836; 200,000 compounds, 0.18% hits; AID 861; inhibition, % at 8.4 µM; HeLa CL3-4 TLR4/MyD88 BLA complementation, FRET ratio; in the data active = inhibition above about 25%;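 note: 0% = vehicle and 100% = reference inhibitor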
PPARg SRC2 recr = PPARgamma-driven SRC-2 recruitment agonism. PPARgamma LBD-SRC-2 recruitment, biochemical. AID 1032. P37231. 200,000 compounds, 0.34% hits. activation, % at 8 µM; in the data active = activation above about 22%;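 note: 0% = vehicle and 100% = reference agonist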
RAM inhibit = blocks the yeast RAM network | S. cerevisiae dse1pr::URA3 reporter, 5-FOA growth OD615, 2 d; analog-sensitive cbk1-as2 kinase mutant strain | AID 868 | inhibition, % at 50 µM | 190,000 compounds, 1.8% hits;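 active = inhibition above a set limit, 3 SD over mean compound inhibition, cut at about 8.4% in these data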;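 note: 0% = DMSO-only wells with no growth and 100% = 10 µM 1-NA-PP1 full growth; inhibition rescues growth on 5-FOA so higher OD means more RAM inhibition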
S1P3 antag = S1P3 (human) receptor antagonism | 170,000 compounds, 0.27% hits | CHO S1P3 NFAT-BLA reporter, FRET fluorescence, antagonist mode | inhibition, % at 4.98 µM | Q99500;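 active = inhibition above the plate cutoff, the mean inhibition of test wells on that plate plus 3 SD, cut at about 28% in these data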;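 note: cells challenged with S1P at its EC80 of 0.8 µM; blue over green emission ratio from cleaved BLA substrate after 4 h stimulation; 0% = S1P-stimulated wells and 100% = unstimulated DMSO-only wells; some compounds past the cut are filed as inactive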
Target sequence (Q99500 whole entry, looked up): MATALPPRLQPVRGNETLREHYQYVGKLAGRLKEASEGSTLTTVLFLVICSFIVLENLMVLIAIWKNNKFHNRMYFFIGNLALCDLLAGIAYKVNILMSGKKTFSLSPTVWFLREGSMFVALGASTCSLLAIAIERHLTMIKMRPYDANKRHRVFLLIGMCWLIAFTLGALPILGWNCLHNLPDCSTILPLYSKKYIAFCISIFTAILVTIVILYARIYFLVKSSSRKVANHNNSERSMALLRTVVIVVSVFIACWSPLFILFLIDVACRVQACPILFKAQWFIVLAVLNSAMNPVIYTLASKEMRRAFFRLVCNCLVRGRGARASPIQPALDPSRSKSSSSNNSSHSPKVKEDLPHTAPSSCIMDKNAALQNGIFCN
TR-FRET SRC-2 ct = TR-FRET artefact, counter-screen to PPARgamma/SRC-2 agonist assay | AID 1049 | stronger effect = higher value | TR-FRET ratio at 8 µM | 200,000 compounds, 0.4% hits; in the data active = TR-FRET ratio above about 2000; note: inactives centre near 1500
PPARg SRC3 recr = promotes SRC-3 coactivator recruitment by human PPARgamma; activation, % at 8 µM; AID 731; biochemical PPARgamma/SRC-3 coactivator recruitment assay; 200,000 compounds, 0.26% hits; in the data active = activation above about 23%;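 note: 0% = DMSO and 100% = reference agonist; some compounds past the cut are filed as inactive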
STAT3 act = activators of IL-6 induced STAT3 signaling; U3A cells, IL-6 STAT3-luciferase reporter, luminescence; 100% = signal with IL-6 EC80 alone; activation (% of control), % at 5.6 µM; 190,000 compounds, 0.91% hits; AID 871;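 active = activation above the screen-wide mean of compound activation plus 3 SD, cut at about 130% in these data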;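 note: 0% = background luminescence of wells with medium and substrate only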
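System – human U3A cells carrying STAT3-luciferase construct · Probe or stimulus – Interleukin-6, 33 ng/mL · Schedule – compound 1 h, then IL-6 6 h at 37 °C · Signal – luminescence from STAT3-driven luciferase reporter · Evaluation – percent of IL-6-only median luminescence · Benchmarks – IL-6-only high control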
STAT3 inh = STAT3 signaling inhibition | U3A cells, IL-6 STAT3-luciferase reporter, luminescence; host cell line lacks STAT1 | inhibition, % at 5.5 µM | 190,000 compounds, 0.89% hits;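 active = inhibition above the mean inhibition across all screened compounds plus 3 SD, cut at about 44% in these data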;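 note: 0% = DMSO only wells and 100% = 100 µM nifuroxazide control wells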
PPARg SRC1 recr = promotes SRC-1 coactivator recruitment by human PPARgamma | P37231 | PPARgamma-SRC-1 coactivator recruitment biochemical assay | activation, % at 8 µM | 200,000 compounds, 0.41% hits; in the data active = activation above about 19%;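 note: 0% = DMSO and 100% = reference agonist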
* hit, by the source's call; x = no result given. Rows are unselected. Share with any hit: about 5.6%.

SMILES	ROMK mod	STAT1 blocker	TLR4-MyD88 BLA	PPARg SRC2 recr	RAM inhibit	S1P3 antag	TR-FRET SRC-2 ct	PPARg SRC3 recr	STAT3 act	STAT3 inh	PPARg SRC1 recr
CC(C)C(=O)Nc1ccc(NC(=O)c2ccc([N+](=O)[O-])cc2Cl)cc1	x	-5	13	1	4.0	3	1616	2	91	13	2
CCc1ccc(S(=O)(=O)NCCc2csc(-c3cccnc3)n2)s1	x	-3	1	3	0.3	x	1623	4	102	6	2
COc1cc(C(=O)NCC(=O)OCC(=O)c2ccc[nH]2)cc(OC)c1OC	x	3	-8	2	1.5	-3	1593	13	93	13	2
CCN(CC)S(=O)(=O)c1ccc(C(=O)NCc2ccc3c(c2)cc(C)n3C)cc1	x	0	-5	75*	5.1	x	4972*	49*	107	1	26*
CCOC(=O)c1sc2nc(N3CCOCC3)c3c(c2c1N)CCN(C)C3	-0.77	3	-3	14	-0.3	-3	1749	1	97	7	7
CC(=O)OCC(=O)[C@@]1(OC(C)=O)[C@@H](C)C[C@H]2[C@@H]3C[C@H](F)C4=CC(=O)C=C[C@]4(C)[C@@]3(F)[C@@H](O)C[C@@]21C	x	-21	-7	2	1.5	-2	1523	3	99	3	12
O=S(=O)(Nc1ccc(Cl)cn1)c1ccccc1	-0.077	-7	-6	-5	0.0	-8	1421	-1	99	4	0
COC(=O)c1ccccc1NC(=O)NCc1ccncc1	-0.5	4	0	3	-1.5	-14	1477	-1	105	-2	2
COc1ccc(OCCSc2nc(C)c(Cc3ccccc3)c(=O)[nH]2)cc1	-0.00097	28	2	6	3.6	7	1779	3	99	8	-2
Cc1occc1-c1n[nH]c(=S)n1C	0.099	-1	4	4	0.1	-14	1697	0	98	5	6
Cc1sc(NC(=O)CSc2nnc(C)c(=O)[nH]2)c(C#N)c1C	x	-2	-2	-7	2.0	-11	1433	-3	91	14	1
CC(=O)Nc1ccc(C(=O)OCc2ccc(Br)cc2)cc1	x	-5	-2	-5	2.6	0	1478	0	109	-8	0
Cc1ccc(C(=O)NC(=S)NCC(=O)c2ccccc2)cc1	x	-8	0	-1	2.6	x	1201	4	105	-1	-4
COC(=O)c1nn(-c2c(C)n(C)n(-c3ccccc3)c2=O)cc1O	x	5	-15	-3	1.2	-5	1593	13	100	10	3
O=C(CCCn1c(=O)[nH]c2ccsc2c1=O)N1CCN(Cc2ccc3c(c2)OCO3)CC1	0.78	3	26*	-5	-0.1	x	1405	-3	102	2	-3
COc1ccc(N2CCN(C(=O)c3ccc(NS(=O)(=O)c4cccc(F)c4)cc3)CC2)cc1	x	-3	6	13	2.0	2	1512	4	99	3	0
Cc1ccc(-c2nnc(C)c(N3CCOCC3)n2)cc1	x	-5	-8	0	0.3	x	1396	-2	90	17	-10
CCCNC(=O)NC(=O)CSc1nc2cc(C(=O)OC)ccc2c(=O)n1-c1ccccc1	2.4	4	19	3	5.0	x	1564	1	86	23	6
O=C(CCCOc1ccc(Cl)cc1)N1CCOCC1	x	-4	-13	13	2.0	-9	1678	-5	96	10	9
COc1ccc(OCCNc2cc(Cl)ccc2[N+](=O)[O-])cc1	x	-2	4	-6	7.3	x	1457	-5	82	28	-7
Cc1ccc(NCC(=O)N/N=C/c2ccncc2)cc1	0.063	0	-8	6	0.6	8	1610	5	101	3	13
Cc1ccc(NC(=O)C2CCCN2S(=O)(=O)c2cccc3cccnc23)cc1F (stereo not drawn)	x	5	-2	5	0.8	1	1458	-1	94	12	-5
COCCN(CCOC)S(=O)(=O)c1ccc(/C(O)=C(\C#N)c2nc3ccccc3[nH]2)cc1	0.56	-16	-10	-4	3.0	-13	1525	-1	94	8	7
Cc1nnc(N(C)C(=O)c2cnccn2)s1	0.56	-9	-8	-4	1.5	1	1560	-1	102	0	-7
CCNS(=O)(=O)c1ccc(NC(=O)Cc2ccc(F)cc2)cc1	x	-11	-6	0	1.8	44	1463	-6	100	0	1

For reference, part of the list above:
SMILES	ROMK mod	STAT1 blocker	TLR4-MyD88 BLA	PPARg SRC2 recr	RAM inhibit	S1P3 antag	TR-FRET SRC-2 ct	PPARg SRC3 recr	STAT3 act	STAT3 inh	PPARg SRC1 recr
O=C(CCCn1c(=O)[nH]c2ccsc2c1=O)N1CCN(Cc2ccc3c(c2)OCO3)CC1	0.78	3	26*	-5	-0.1	x	1405	-3	102	2	-3
COc1ccc(N2CCN(C(=O)c3ccc(NS(=O)(=O)c4cccc(F)c4)cc3)CC2)cc1	x	-3	6	13	2.0	2	1512	4	99	3	0
Cc1ccc(-c2nnc(C)c(N3CCOCC3)n2)cc1	x	-5	-8	0	0.3	x	1396	-2	90	17	-10
CCCNC(=O)NC(=O)CSc1nc2cc(C(=O)OC)ccc2c(=O)n1-c1ccccc1	2.4	4	19	3	5.0	x	1564	1	86	23	6
O=C(CCCOc1ccc(Cl)cc1)N1CCOCC1	x	-4	-13	13	2.0	-9	1678	-5	96	10	9

(next part)
SMILES	ROMK mod	STAT1 blocker	TLR4-MyD88 BLA	PPARg SRC2 recr	RAM inhibit	S1P3 antag	TR-FRET SRC-2 ct	PPARg SRC3 recr	STAT3 act	STAT3 inh	PPARg SRC1 recr
CN(CC(=O)OCC(=O)NC(=O)c1cccn1C)S(=O)(=O)c1ccc(Cl)cc1	0.4	0	-1	5	2.7	x	1484	-1	108	-9	8
COc1ccc([N+](=O)[O-])cc1CSc1nnc(NC(C)=O)s1	-0.49	5	11	6	4.8	1	1593	3	93	14	-2
CN1CCN(C(=O)C23CC4CC(CC(C4)C2)C3)CC1	1.2	5	-13	-3	0.3	x	1551	6	97	7	-2
COc1ccc(C2=NN(C(=O)c3cccnc3)C(c3ccccc3)C2)cc1 (stereo not drawn)	x	9	0	7	0.6	12	1674	-4	99	7	4
O=C(Cc1c(F)cccc1Cl)Nc1cccnc1	-0.039	8	12	4	3.6	-18	1548	13	94	9	5
c1ccc2oc(-c3ccc4nc[nH]c4c3)nc2c1	1.2	-56	1	-4	0.9	x	1442	-5	93	9	0
O=C(NOC(=O)c1ccccc1F)c1ccc(OC(F)F)cc1	0.89	9	-8	1	-2.1	4	1731	0	109	-8	5
CCOC(=O)C1=C(C)NC(=O)N(C(C)=O)C1c1ccc(Cl)cc1 (stereo not drawn)	x	5	3	-3	3.5	12	1537	-3	103	2	-4
CCOc1cc(C=O)ccc1OCC(=O)NC(C)(C)C	-0.14	-9	-5	-1	0.9	-8	1657	-1	96	16	6
COc1cc(/C=N/NC(=O)c2nc(-c3ccccc3)n(-c3ccccc3)n2)ccc1O	0.13	-3	-11	-8	-0.5	-4	1522	-3	105	-4	-1
O=C(CCCN1C(=O)c2ccccc2C1=O)Nc1ccc(S(=O)(=O)N2CCOCC2)cc1	x	4	-1	3	-0.1	-8	1573	-3	100	-1	-2
COc1cccc(-c2nc(CS(=O)(=O)c3ccccc3)no2)c1	x	-26	-3	3	0.3	x	1617	4	99	7	0
CC(Nc1cc(N2CCOCC2)ccc1[N+](=O)[O-])c1ccccc1 (stereo not drawn)	0.17	-4	-18	14	3.2	-13	1626	8	104	-5	13
Fc1ccc2c(c1)C(c1ccc(N3CCOCC3)cc1)=NNC(c1cccs1)=N2	x	6	8	-3	0.8	x	1539	6	117	-14	-2
NS(=O)(=O)c1ccc(NC(=O)CN2C(=O)C3C4C=CC(C4)C3C2=O)cc1 (stereo not drawn)	x	6	3	4	-0.1	-18	1705	1	93	12	-4
O=C(CCN1C(=O)S/C(=C\c2cccs2)C1=O)Nc1nccs1	-0.012	-5	2	0	2.4	-4	1383	2	96	9	3
O=C(COC(=O)c1nn(-c2ccccc2)c(=O)c2ccccc12)NC1CCS(=O)(=O)C1 (stereo not drawn)	0.25	5	2	6	1.9	-9	1551	3	105	0	-6
COc1ccc(CCC(=O)Nc2ccc(C)c(S(=O)(=O)N(C)C)c2)cc1OC	-1.3	13	-7	11	1.3	1	1648	4	86	23	2
COc1ccc(OCC(=O)Nc2cc3oc4ccccc4c3cc2OC)cc1	x	3	12	-3	3.1	-3	1464	0	105	-8	0
NC(=O)C1=C[C@@H](c2coc3ccccc3c2=O)C[C@@H](OCc2ccc(CO)cc2)O1	x	-1	-3	0	1.0	-11	1368	2	x	x	4
CSc1nc(C)c2c(n1)N(c1ccc(O)cc1)CC2	0.42	8	-11	7	0.1	-4	1677	0	98	10	3
CCNc1nc(SC(C)C(=O)OC)nc(N2CCOCC2)n1 (stereo not drawn)	0.065	-4	-4	3	1.1	x	1356	-4	105	1	-2
COc1cc(NC(=O)COC(=O)[C@@H]2CCCN2S(=O)(=O)c2ccc(Cl)cc2)cc(OC)c1OC	x	-4	3	3	3.4	x	1470	-9	109	-8	7
CCOc1ccc(NC(=O)c2ccccc2OCC(=O)c2ccccc2)cc1	0.94	-7	-13	9	4.5	x	1606	-4	91	10	4
O=C(COC(=O)Cc1c(F)cccc1Cl)NCCC1=CCCCC1	-1.5	3	-9	1	0.5	5	1669	0	101	3	9
(further entries)
SMILES	ROMK mod	STAT1 blocker	TLR4-MyD88 BLA	PPARg SRC2 recr	RAM inhibit	S1P3 antag	TR-FRET SRC-2 ct	PPARg SRC3 recr	STAT3 act	STAT3 inh	PPARg SRC1 recr
COc1ccc(CC(C)N2CCN(c3ccccc3OC)CC2)cc1OC (stereo not drawn)	x	4	-1	6	1.4	27	1535	-6	97	10	-1
Cc1csc(SCC(=O)Nc2cc(S(=O)(=O)N3CCCC3)ccc2Cl)n1	x	1	6	6	0.1	x	1600	-6	102	2	1
CC1CCN(S(=O)(=O)N2CCC(C(=O)O)CC2)CC1	x	-12	1	-4	-0.4	-6	1546	2	104	-10	0
CCOc1ccc(C(CC(=O)O)NC(=O)c2sc3ccccc3c2Cl)cc1 (stereo not drawn)	x	8	-10	6	3.5	0	1543	1	98	5	7
COc1ccc(-c2csc(Nc3ccc(S(=O)(=O)Nc4cc(OC)nc(OC)n4)cc3)n2)cc1	-2.1	-4	3	4	7.2	-11	1549	8	103	-3	-1
COc1cccc(C(=O)C2CCCN(C/C=C/c3ccccc3OC)C2)c1 (stereo not drawn)	-2.1	-5	5	5	1.2	-17	1445	4	93	12	-3

One compound at a time (already shown).
Results for Cc1csc(SCC(=O)Nc2cc(S(=O)(=O)N3CCCC3)ccc2Cl)n1 = ROMK mod: x; STAT1 blocker: 1; TLR4-MyD88 BLA: 6; PPARg SRC2 recr: 6; RAM inhibit: 0.1; S1P3 antag: x; TR-FRET SRC-2 ct: 1600; PPARg SRC3 recr: -6; STAT3 act: 102; STAT3 inh: 2; PPARg SRC1 recr: 1
Results for COc1ccc(CC(C)N2CCN(c3ccccc3OC)CC2)cc1OC (stereo not drawn) = ROMK mod: x; STAT1 blocker: 4; TLR4-MyD88 BLA: -1; PPARg SRC2 recr: 6; RAM inhibit: 1.4; S1P3 antag: 27; TR-FRET SRC-2 ct: 1535; PPARg SRC3 recr: -6; STAT3 act: 97; STAT3 inh: 10; PPARg SRC1 recr: -1
